FLuc counter = firefly luciferase modulation, counter-screen for miR-21 project. P08659. purified FLuc, Km substrates, luminescence inhibition. Potency, µM (titrated, usually from 57.5 µM), without a hit: at the top dose activity change, negative = inhibition, hits mostly inhibitors. 360,000 tested, 6.9% active. AID 588342;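 note: potency is the fitted concentration of half-maximal effect; plate controls were vehicle for no effect and reference inhibitor for full effect; nearly all actives have a fitted effect of over 55% in size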
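Purified P. pyralis luciferase, 10 nM final, with Km-level 10 uM D-luciferin and 10 uM ATP in 50 mM Tris acetate pH 7.5, 10 mM Mg acetate, 0.01% Tween-20, 0.05% BSA; 6-point qHTS titration about 60 µM downward; luminescence read.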
p53 reactivation = restores transcriptional activity of mutant p53; H1299 p53-A138V BP100-luciferase reporter, luminescence, 24 h; Potency, µM (series often up to 92.2 µM), without a hit: top-dose activity change, positive = activation, hits mostly activators; 320,000 tested, 0.063% active; AID 504706; note: potency is the fitted concentration of half-maximal effect; % of control where 0% means no effect; nearly all actives have a fitted effect of over 45% in size
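H1299 (p53-null), stable ts p53-A138V + BP100-Luc; 1000 cells/well, Opti-MEM/10% FBS; cpd 4 pt, 1:5; 24 h, 37 deg C, 5% CO2; detection reagent 10 min RT; luminescence.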
Tb PFK block = inhibitors of T. brucei phosphofructokinase | 330,000 tested, 0.17% active | Potency, µM (highest dose often 57.5 µM), for inactives: at the highest dose activity, negative = inhibition, actives largely listed as inhibitors | AID 485367 | O15648 | T. brucei PFK, ADP-Glo luminescence;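 note: potency is the fitted concentration of half-maximal effect; 0% = uninhibited 1x PFK enzyme wells and -100% = no-enzyme wells; nearly all actives have a fitted effect of over 60% in size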
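ADP-Glo luminescence quantified ADP after 45 min at room temperature, with 1.25 nM T. brucei PFK, 0.1 mM ATP and 0.5 mM fructose-6-phosphate in pH 8.0 TEA buffer. qHTS titrations up to 57 µM; curves classified by quality.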
NPC1 prom act = activates the NPC1 promoter. Huh7 NPC1 promoter luciferase reporter, 24 h. Potency, µM (titrated, usually from 9.22 µM), without a hit: top-dose activation, most hits filed as activators. 320,000 tested, 2.4% active;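 note: potency is the fitted concentration of half-maximal effect; % of control where 0% means no effect; nearly all actives have a fitted effect of over 60% in size; reporter is driven by a mutant NPC1 promoter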
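Huh7 reporter cells (NPC1 promoter driving luciferase) are dosed with compound for 24 h at 37 °C, 5% CO2; luciferase detection reagent is then added and luminescence measured after 10 min at ambient temperature.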
BRCA1 expr act = increases BRCA1 expression. Potency, µM (series often up to 46.1 µM), for the others: at the top dose activation, hits mostly activators. AID 624202. 380,000 tested, 1.1% active. MCF7-BRCA1-FFLuc reporter, luminescence, 48 h; response scale: scaled: vehicle 0%, 10 µM genistein 100%; note: potency is the fitted concentration of half-maximal effect; nearly all actives have a fitted effect of over 80% in size; some results filed as inactive show a strong effect at the top dose
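Luminescence from a BRCA1-driven firefly luciferase in MCF7 cells was read after 48 h compound exposure at 37 C. Data normalized against DMSO and a 10microM genistein activation control, then curve-fitted across the titration.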
ELG1 genotoxic = induces genotoxicity in HEK293T cells with luciferase-tagged ELG1. HEK293T ELG1-luciferase reporter, luminescence, 16 h. Potency, µM (titrated, usually from 46 µM), inactives show at the top dose activity change, positive = activation, usual class: activators. 330,000 tested, 1.3% active. AID 504466; note: potency is the fitted concentration of half-maximal effect; % of control where 0% means no effect; nearly all actives have a fitted effect of over 60% in size
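After overnight (16 hr) compound treatment at 37 °C, ELG1-luciferase HEK293T cells were lysed with ONE-Glo; luminescence quantified 30 min later at room temperature.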
RORg inh = blocks mouse ROR gamma transcriptional activity. Drosophila S2 Gal4-RORgamma UAS-luciferase reporter, 20 h. Potency, µM (titrated, usually from 53.6 µM), for the others: at the highest dose activity change, negative = inhibition, actives largely listed as inhibitors. P51450. 310,000 tested, 5.4% active; note: potency is the fitted concentration of half-maximal effect; % is set by controls: 0 for no effect and ±100 for the full control effect; nearly all actives have a fitted effect of over 60% in size
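ROR gamma transcriptional activity was tracked as Gal4-UAS luciferase output in stably transfected Drosophila Schneider cells, with compound added 1 hr before 700 uM copper sulfate induction and a 20 hr ambient-temperature incubation.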
VP16 counter = counter-screen for ROR gamma inhibitors: Gal4-VP16 reporter; Potency, µM (top dose mostly 53.6 µM), for the others: top-dose activity, negative = inhibition, actives largely listed as inhibitors; 310,000 tested, 3.5% active; AID 2546; Drosophila S2 Gal4-VP16 UAS-luciferase, luminescence, 20 h;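 note: Gal4-VP16 expression switched on by copper sulfate through the metallothionein promoter; potency is the fitted concentration of half-maximal effect; % is set by controls: 0 for no effect and ±100 for the full control effect; nearly all actives have a fitted effect of over 50% in size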
ELG1 DNA repair = blocks ELG1-dependent DNA repair in HEK293T cells; HEK293T ELG1-luciferase reporter, luminescence, 16 h; DNA damage induced by 5-fluorouridine; Potency, µM (highest dose often 46.1 µM), inactives show at the top dose activity change, negative = inhibition, most hits filed as inhibitors; 330,000 tested, 2.3% active; AID 504467; note: potency is the fitted concentration of half-maximal effect; % is set by controls: 0 for no effect and ±100 for the full control effect; nearly all actives have a fitted effect of over 55% in size
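Overnight (16 hr) co-exposure of 2,000 cells/well to 5-fluorouridine and compound at 37 °C preceded detection. Luciferase was quantified via ONE-Glo luminescence; loss of signal denotes inhibition.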
Rab9 promoter act = activates the Rab9 promoter; 320,000 tested, 2.8% active; Potency, µM (titrated, usually from 9.22 µM), for the others: top-dose activation, negative = inhibition, usual class: activators; Huh7 Rab9 promoter-luciferase reporter, luminescence, 24 h; note: potency is the fitted concentration of half-maximal effect; % of control where 0% means no effect; nearly all actives have a fitted effect of over 60% in size
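Luminescence read-out: Huh7 cells stably expressing Rab9-luciferase, treated 24 h with compound at 37 °C, then lysed with luciferase reagent for 10 min at ambient before reading.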
TRPV1 ag = human TRPV1 agonism; Q8NER1; TRPV1-expressing cells, Fluo-8 calcium influx, agonist mode; activation, % at 8.33 µM; 320,000 tested, 0.19% active; in the data active = activation above about 80%; inconclusive = between about 30% and that limit; note: 0% is about no effect
Target sequence (Q8NER1 whole entry, looked up): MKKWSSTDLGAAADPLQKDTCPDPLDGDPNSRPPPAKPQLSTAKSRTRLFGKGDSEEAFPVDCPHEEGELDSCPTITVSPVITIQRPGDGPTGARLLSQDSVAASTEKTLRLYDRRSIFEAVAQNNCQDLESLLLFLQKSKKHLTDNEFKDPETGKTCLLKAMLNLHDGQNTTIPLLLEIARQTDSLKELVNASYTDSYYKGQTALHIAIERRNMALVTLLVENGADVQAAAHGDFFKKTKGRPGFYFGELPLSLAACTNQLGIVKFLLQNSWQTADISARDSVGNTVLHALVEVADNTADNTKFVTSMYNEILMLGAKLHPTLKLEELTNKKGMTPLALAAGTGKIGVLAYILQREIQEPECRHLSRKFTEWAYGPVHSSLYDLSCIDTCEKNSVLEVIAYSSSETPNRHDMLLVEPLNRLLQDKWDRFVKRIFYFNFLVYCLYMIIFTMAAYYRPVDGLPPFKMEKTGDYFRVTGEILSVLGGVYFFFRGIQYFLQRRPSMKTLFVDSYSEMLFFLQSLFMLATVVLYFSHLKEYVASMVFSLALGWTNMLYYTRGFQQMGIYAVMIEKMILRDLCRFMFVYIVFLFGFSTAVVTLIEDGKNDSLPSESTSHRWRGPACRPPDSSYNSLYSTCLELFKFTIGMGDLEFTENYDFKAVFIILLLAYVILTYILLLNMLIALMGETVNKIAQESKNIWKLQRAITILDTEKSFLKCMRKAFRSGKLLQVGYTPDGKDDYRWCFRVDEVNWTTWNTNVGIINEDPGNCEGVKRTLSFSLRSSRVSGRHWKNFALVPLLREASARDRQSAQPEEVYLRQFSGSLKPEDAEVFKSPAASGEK
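Fluo-8 calcium influx in TRPV1-expressing cells, kinetic read (ex 480/em 520 nm). Compound added and read 3 min for agonist activity, followed by capsaicin at EC20 final and 2 min further read for enhancement.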
The depositor's hits bear a star; ? = inconclusive; nt = not tested or not shown; & = joins results of further samples. Unless noted, calls come from the whole dose curve; as a rule, active = well fitted curve in the direction sought with a large enough effect; inconclusive = small, poorly fitted or top-dose-only effect, or another doubt; inactive = no such curve, though single readings can be large; an effect the other way counts as inactive or inconclusive.

item	SMILES	FLuc counter	p53 reactivation	Tb PFK block	NPC1 prom act	BRCA1 expr act	ELG1 genotoxic
1	O=C(/C=C/c1ccccc1)C1=C(O)C(=O)N(CCO)C1c1cccc([N+](=O)[O-])c1 (centres undefined)	-2%	1%	3%	1%	-13%	-1%
2	CC(=O)Nc1ccc(NC(=O)CSc2nc3ccccc3nc2N2CCC(C)CC2)cc1	4%	7%	1%	0%	-27%	-21%
3	C=CCn1cc(/C=N/N2C(=O)C3C4C=CC(C4)C3C2=O)c2ccccc21 (centres undefined)	?	15%	3%	7%	-14%	0%
4	CN1CCN(C(=O)c2ccccc2Nc2ccc(SC(F)F)cc2)CC1	-4%	13%	3%	0%	73%	2%
5	Cc1c(C(=O)OCC(=O)NCC2CCCO2)oc2ccccc12 (centres undefined)	nt	21%	5%	nt	-9%	8%
6	FC(F)(F)c1nnc2sc(-c3ccccn3)nn12	-1%	-6%	-9%	-2%	12%	1%
7	NC(=O)c1nsc(C(=O)N(CC(=O)NCc2ccc3c(c2)OCO3)C2CCCC2)c1N	-3%	-10%	0%	2%	-25%	-5%
8	Cc1cc(Cl)cc(C)c1OCC(=O)O	0%	-5%	2%	0%	-9%	1%

item	RORg inh	VP16 counter	ELG1 DNA repair	Rab9 promoter act	TRPV1 ag
1	18%	5%	-4%	0%	-4
2	-2%	-2%	-12%	3%	3
3	17%	-12%	11%	3%	2
4	1%	6%	-5%	-3%	2
5	nt	nt	25%	nt	nt
6	?	20%	5%	-3%	-2
7	1%	4%	-26%	-3%	-1
8	-17%	-4%	8%	-2%	-3

Three of the compounds above, as labelled records:
2. CC(=O)Nc1ccc(NC(=O)CSc2nc3ccccc3nc2N2CCC(C)CC2)cc1
  FLuc counter: 4%
  p53 reactivation: 7%
  Tb PFK block: 1%
  NPC1 prom act: 0%
  BRCA1 expr act: -27%
  ELG1 genotoxic: -21%
  RORg inh: -2%
  VP16 counter: -2%
  ELG1 DNA repair: -12%
  Rab9 promoter act: 3%
  TRPV1 ag: 3

3. C=CCn1cc(/C=N/N2C(=O)C3C4C=CC(C4)C3C2=O)c2ccccc21 (centres undefined)
  FLuc counter: ?
  p53 reactivation: 15%
  Tb PFK block: 3%
  NPC1 prom act: 7%
  BRCA1 expr act: -14%
  ELG1 genotoxic: 0%
  RORg inh: 17%
  VP16 counter: -12%
  ELG1 DNA repair: 11%
  Rab9 promoter act: 3%
  TRPV1 ag: 2

4. CN1CCN(C(=O)c2ccccc2Nc2ccc(SC(F)F)cc2)CC1
  FLuc counter: -4%
  p53 reactivation: 13%
  Tb PFK block: 3%
  NPC1 prom act: 0%
  BRCA1 expr act: 73%
  ELG1 genotoxic: 2%
  RORg inh: 1%
  VP16 counter: 6%
  ELG1 DNA repair: -5%
  Rab9 promoter act: -3%
  TRPV1 ag: 2

Carrying on.
item	SMILES	FLuc counter	p53 reactivation	Tb PFK block	NPC1 prom act	BRCA1 expr act	ELG1 genotoxic
9	COc1ccc(Cl)cc1NS(=O)(=O)c1c(C)nc2sccn2c1=O	0%	nt	0%	-3%	10%	4%
10	CCC[C@@H](CN1CCC[C@H]1CN1C(N)=NC[C@H]1CC(C)C)N1C[C@@H](Cc2ccccc2)N(CCCC2CCCC2)C1=N	nt	-1%	-9%	nt	1%	-3%
11	CCOc1cccc(C2/C(=C(/O)c3ccc4c(c3)CC(C)O4)C(=O)C(=O)N2CCCn2ccnc2)c1 (centres undefined)	2%	5%	2%	-3%	-1%	-1%
12	COCc1cc(C)nc(NCCO)c1C#N	-2%	nt	nt	nt	2%	nt
13	Cc1ccc(-c2csc3ncnc(SCC(=O)NCc4ccc5c(c4)OCO5)c23)cc1	1%	-6%	-3%	4%	-3%	0%
14	CC(C)Cn1c(N)c(C(=O)COC(=O)c2cc(-c3ccco3)nc3ccccc23)c(=O)n(C)c1=O	-5%	10%	?	2%	-32%	-8%
15	O=C1N(Cc2cccc(Cl)c2)C[C@@H]2C[C@@H](c3ccsc3)N3CCC[C@@]123	0%	0%	2%	-4%	-31%	-8%
16	CN1CCN(CC(=O)Nc2c(C#N)cnn2-c2ccccc2)CC1	4%	-2%	6%	0%	-5%	-1%

item	RORg inh	VP16 counter	ELG1 DNA repair	Rab9 promoter act	TRPV1 ag
9	19%	-10%	8%	2%	7
10	nt	nt	8%	nt	nt
11	-19%	-1%	-1%	1%	1
12	4%	-10%	nt	nt	7
13	31%	1%	?	-10%	24
14	-14%&-3%	15%&-13%	?	-8%	-2
15	14%	4%	-6%	-6%	0
16	15%	-2%	-12%	-4%	-2

Further records follow.
item	SMILES	FLuc counter	p53 reactivation	Tb PFK block	NPC1 prom act	BRCA1 expr act	ELG1 genotoxic
17	COc1ccc(C(=O)CC(=O)C(=O)Nc2c(C)cccc2C)cc1	9%	9%	-1%	-4%	-20%	-8%
18	COc1ccc(OCCC(=O)OCC(=O)c2ccc[nH]2)cc1	-8%	3%	-8%	-1%	-23%	0%
19	CCCOc1ccc(C(NC(=O)CC(C)C)NC(=O)CC(C)C)cc1OC	3%	5%	2%	-1%	2%	-1%
20	O=C(C[n+]1cc(Br)cc(Br)c1)c1ccccc1	0%	4%	-17%	-1%	-12%&-13%	0%
21	Cc1ccc2nc(Cl)c(/C=C/C(=O)c3ccco3)cc2c1	-23%	?	1%	?	-53%	16%
22	O=C(Nc1ccnn1C1CCN(Cc2cc(Cl)ccc2O)CC1)C1CC1	-8%	-4%	-11%	1%	-18%	-5%
23	Cn1cc(CN2CCCC(CNC(=O)c3ccc4c(c3)OCO4)C2)c2ccccc21 (centres undefined)	-1%	-2%	-2%	0%	-8%	-1%
24	CN(C)C(=O)NC1CCCCCCCCCCC1	3%	3%	0%	0%	-21%	-1%

item	RORg inh	VP16 counter	ELG1 DNA repair	Rab9 promoter act	TRPV1 ag
17	6.3µM*	5.6µM*	-25%	1%	-2
18	8%	3%	9%	-1%	14
19	11%	-2%	12%	-4%	2
20	14%	-2%	22%	-1%	7
21	26%	?	?	3.5µM*	20
22	7%	-5%	-5%	0%	9
23	-18%	4%	?	-5%	-1
24	-5%	2%	-3%	4%	19

Next part:
item	SMILES	FLuc counter	p53 reactivation	Tb PFK block	NPC1 prom act	BRCA1 expr act	ELG1 genotoxic
25	CCOc1ccc(CN2C(=O)c3ccccc3C2C(=O)NCC2CCCO2)cc1 (centres undefined)	-1%	-1%	-4%	-1%	0%	2%
26	CC(=O)c1cccc(NC(=O)c2oc(C)nc2C)c1	-1%	-1%	-1%	-5%	5%	2%
27	Cc1ccc(OCC(=O)Sc2ccc(C)cc2)cc1	?	3%	-4%	1%	5%	0%
28	CCOC(=O)/C(C#N)=C1/C=CN(C)C(C)=N1	-1%	-5%	1%	1%	1%	3%
29	COC(=O)Cn1cc(C(=O)C(F)(F)F)c2ccccc21	-3%	-6%	-6%	-3%	11%	0%
30	CCOc1ccc2[nH]c(=O)c(CN(CCCN3CCOCC3)Cc3nnnn3Cc3ccc(OC)cc3)cc2c1	-1%	-4%	-2%	-5%	-25%	-7%
31	COc1ccccc1OCC(=O)Nc1ccc(S(=O)(=O)Nc2cc(C)nc(C)n2)cc1	8%	0%	1%	0%	-25%	-3%
32	COC(=O)[C@]1(C)CCC[C@@]2(C)C3CC[C@]4(OC(C)=O)C[C@@]3(CCC21)CC4=NO (some centres undefined)	0%	-10%	0%	5%	-1%	-11%

item	RORg inh	VP16 counter	ELG1 DNA repair	Rab9 promoter act	TRPV1 ag
25	0%	-2%	10%	-14%	2
26	8%	0%	13%	27%	0
27	5%	16%	-6%	-6%	0
28	0%	1%	16%	0%	-1
29	0%	-8%	6%	0%	0
30	6%	-2%	2%	-13%	0
31	13%	1%	8%	-2%	-2
32	nt	nt	?	1%	19

Values in list order from above:
Entries 26–29 in p53 reactivation, in turn: -1%, 3%, -5%, -6%

(more compounds)
item	SMILES	FLuc counter	p53 reactivation	Tb PFK block	NPC1 prom act	BRCA1 expr act	ELG1 genotoxic
33	CS(=O)(=O)c1ccc(C(=O)N(Cc2ccccc2)c2ccccc2)cc1	0%	-4%	-2%	0%	-23%	0%
34	O=C(COC(=O)c1cnc(Cl)c(Cl)c1)c1ccc(F)cc1	nt	3%	-5%	nt	0%	1%
35	CC(=O)Nc1ccc(NC(=O)C2CCCN2C(=O)Nc2ccc(F)c([N+](=O)[O-])c2)cc1 (centres undefined)	-1%	-2%	-1%	-1%	-1%	-5%
36	CNS(=O)(=O)c1cn(CC(=O)N(C)Cc2ccccc2)cc1S(=O)(=O)NC	0%	0%	-1%	1%	2%	0%

item	RORg inh	VP16 counter	ELG1 DNA repair	Rab9 promoter act	TRPV1 ag
33	1%	1%	2%	-2%	13
34	nt	nt	?	nt	nt
35	0%	2%	-18%	1%	-1
36	12%	-10%	-4%	-3%	1

Screening data: PubChem, National Center for Advancing Translational Sciences (NCATS)

Random draw from the library; 15% or so of the library scored in one or more.
